KDM5B inh: Primary screen for KDM5B Histone Demethylases FDH-coupled qHTS; Lysine-specific demethylase 5B (Homo sapiens), Q9UGL1; KDM5B demethylase, FDH-coupled NADH fluorescence (FDH is formaldehyde dehydrogenase); Potency, µM (series often up to 57.7 µM), inactives show at the highest dose activity change, negative = inhibition, actives largely listed as inhibitors; 220,000 tested, 2.6% active; active = well fitted inhibition curve with a large enough effect; inconclusive = small, poorly fitted or top-dose-only effect; inactive = no such curve, though single readings can be large or run the other way; also: 0% is about no effect; nearly all actives have a fitted effect of over 70% in size
Target sequence (Q9UGL1 whole entry, looked up): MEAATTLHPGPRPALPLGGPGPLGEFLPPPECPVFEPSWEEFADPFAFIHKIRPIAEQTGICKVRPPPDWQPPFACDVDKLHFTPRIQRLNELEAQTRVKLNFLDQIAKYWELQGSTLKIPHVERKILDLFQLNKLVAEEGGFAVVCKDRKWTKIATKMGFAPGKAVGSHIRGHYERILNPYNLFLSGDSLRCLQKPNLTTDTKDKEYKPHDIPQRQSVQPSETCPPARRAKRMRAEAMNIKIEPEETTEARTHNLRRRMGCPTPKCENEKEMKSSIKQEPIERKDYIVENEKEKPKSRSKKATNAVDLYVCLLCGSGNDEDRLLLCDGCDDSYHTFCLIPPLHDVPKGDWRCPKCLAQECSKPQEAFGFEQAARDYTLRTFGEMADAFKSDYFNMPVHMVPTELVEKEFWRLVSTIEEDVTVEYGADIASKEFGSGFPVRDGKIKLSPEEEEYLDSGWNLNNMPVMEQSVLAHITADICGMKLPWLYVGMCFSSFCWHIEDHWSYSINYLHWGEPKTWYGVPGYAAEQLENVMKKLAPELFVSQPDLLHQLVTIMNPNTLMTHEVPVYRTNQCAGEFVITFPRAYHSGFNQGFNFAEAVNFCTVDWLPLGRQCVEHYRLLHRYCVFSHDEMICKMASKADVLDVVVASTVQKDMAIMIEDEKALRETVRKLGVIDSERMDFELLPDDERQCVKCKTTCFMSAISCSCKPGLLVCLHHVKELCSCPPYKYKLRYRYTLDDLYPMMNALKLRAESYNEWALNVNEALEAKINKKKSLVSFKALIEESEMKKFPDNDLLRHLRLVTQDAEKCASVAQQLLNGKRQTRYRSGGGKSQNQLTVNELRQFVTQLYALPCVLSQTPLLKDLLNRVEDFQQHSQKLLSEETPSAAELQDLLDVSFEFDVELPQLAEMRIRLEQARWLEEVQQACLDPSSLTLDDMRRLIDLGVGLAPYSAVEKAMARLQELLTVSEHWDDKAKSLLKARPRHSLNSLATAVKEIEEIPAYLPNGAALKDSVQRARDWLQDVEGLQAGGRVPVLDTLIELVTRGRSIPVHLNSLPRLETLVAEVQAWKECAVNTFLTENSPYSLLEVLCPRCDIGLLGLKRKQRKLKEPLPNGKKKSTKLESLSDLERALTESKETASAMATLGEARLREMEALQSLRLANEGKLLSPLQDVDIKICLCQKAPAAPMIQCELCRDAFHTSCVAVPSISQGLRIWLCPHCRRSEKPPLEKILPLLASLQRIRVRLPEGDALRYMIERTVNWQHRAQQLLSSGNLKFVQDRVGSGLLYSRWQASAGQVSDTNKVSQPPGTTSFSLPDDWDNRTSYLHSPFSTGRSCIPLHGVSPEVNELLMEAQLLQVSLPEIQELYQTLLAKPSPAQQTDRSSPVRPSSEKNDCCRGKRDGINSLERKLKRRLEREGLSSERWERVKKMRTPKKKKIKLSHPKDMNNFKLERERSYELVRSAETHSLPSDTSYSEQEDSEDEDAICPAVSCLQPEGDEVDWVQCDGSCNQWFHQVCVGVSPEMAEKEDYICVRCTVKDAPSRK
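qHTS format, multiple compound concentrations. Buffer 50 mM HEPES pH 7.5/0.01% Tween-20; 200 nM KDM5BΔAP final; 10 min compound preincubation; substrate-mix levels 12.5 µM peptide, 25 µM α-KG, 0.25 mM NAD⁺; 30 min RT; ΔRFU.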
* marks the source's active call; other numbers are inactive results; i = inactive; ? = inconclusive; & = joins results of further samples; [ ] = remark or other dose. Potency is read from the fitted curve at half-maximal effect. These rows are one share of the data; rates above refer to the full screens.

compound,KDM5B inh
COC(=O)CC1Oc2ccc(Cl)cc2-n2cc(-c3ccc(C)cc3)nc21 (centres undefined),3%&-13%
O=C(NC[C@H]1Cn2c(-c3ccccc3)cnc2CO1)c1cnccn1,-4%[86.2 µM]
CN(Cc1ccccc1)C(=O)c1ccnc(-c2nnc3ccc(N4CCOCC4)nn23)c1,-10%[86.2 µM]
COc1ccc(CCC(=O)N2CCC(Cc3nc(-c4ccccc4)no3)CC2)cc1,-16%
CC(=O)N1CCC2(CC1)C(=O)NN=C2c1ccccn1,10%[86.2 µM]
Cc1ccc(NC(=O)c2c(NC(=O)c3ccco3)sc3c2CCC(C(C)(C)C)C3)c(C)c1 (centres undefined),-29%
CCOC(=O)c1[nH]c(C)c(CCC(=O)Nc2cc(Cl)c(OC)cc2OC)c1C,-19%
CCCCNc1nc2ccccc2nc1NS(=O)(=O)c1cc(Cl)ccc1Cl,?
CCCNC(=O)CSc1nnc(N2CCCCC2)n1-c1ccc(C)cc1,22%
CCc1ccc(NC(=O)Cn2c(C)ccc(NS(=O)(=O)c3ccccc3)c2=O)cc1,-9%
O=C(c1cccs1)N1CCC2(CC1)CC(Cc1ccc(F)cc1)CCO2 (centres undefined),3%
CCc1noc(-c2nc(Cc3ccccc3C)no2)n1,7%
C[C@]1(CO)[C@H]2Cc3sc(NC(=O)c4ccco4)nc3[C@@H](CC(=O)NC3CC3)[C@]2(C)CC[C@H]1O,?
O=S(=O)(NC[C@H]1COCc2nc3cc(F)ccc3n21)c1ccccc1,-6%[86.2 µM]
COc1ccccc1-n1cc(C(=O)N2CCCC2c2nonc2C)cn1 (centres undefined),-19%
Cc1cc(=O)oc2cc(OCC(=O)Nc3cccc(C(=O)O)c3)ccc12,-20%
COCCCNC(=O)CSc1cc(C)ccc1C,27%
O=C(Nc1ccc2oc(-c3ccncc3)nc2c1)c1ccc2c(c1)OCCO2,-1%
Cc1ccc(-c2nc(CSc3nncn4c3cc3occc34)c(C)o2)cc1,-26%
COc1ccc(CNC(=O)C[C@@H]2CCNC[C@@H]2Cc2cc(COc3ccccc3)on2)cc1OC,-24%

The final three entries of the section before lead into the next.
compound,KDM5B inh
O=C(Nc1ccc2oc(-c3ccncc3)nc2c1)c1ccc2c(c1)OCCO2,-1%
Cc1ccc(-c2nc(CSc3nncn4c3cc3occc34)c(C)o2)cc1,-26%
COc1ccc(CNC(=O)C[C@@H]2CCNC[C@@H]2Cc2cc(COc3ccccc3)on2)cc1OC,-24%
Cc1ccc(C(=O)c2sc(Nc3ccccc3)c(S(=O)(=O)c3ccccc3)c2N)c(C)c1,?
CCCc1cc(=O)[nH]c(SCc2ccc(F)cc2)n1,37%
O=C(C1COc2ccccc2O1)N1CCc2c(nc3cc(-c4ccccc4)[nH]n3c2=O)C1 (centres undefined),?
COc1cc(CCC(=O)NCCc2ccc(F)cc2)cc(OC)c1OC,8%
COCc1nc(C2CC(N)C2)cc(N(C)Cc2nc3ccccc3c(=O)[nH]2)n1 (centres undefined),?
COc1ccc(CN2C[C@@H](F)[C@@H](OCc3nc4ccccc4n3C)C2)cn1,-4%[86.2 µM]
COc1ccc(C)cc1NC(=O)CSc1nnnn1C1CCCC1,13%
O=C(CCCCCN1C(=O)c2ccccc2C1=O)Nc1ccc(C(=O)O)cc1,11%
CS(=O)(=O)N1CCC(CC(=O)N2CCN(C3CCCC3)CC2)C1 (centres undefined),-8%
CN(C)CCCN(C(=O)COc1ccc(Cl)cc1)c1nc2c(F)cccc2s1,3%&7%
COC(=O)c1ccc(OC)c(Cn2c(=O)n(-c3ccc(C)cc3)c(=O)c3c2cnn3C)c1,-51%
CC1CN(c2nc(-c3ccsc3)nc3ccccc23)CCO1 (centres undefined),5%
CCOCCCNC(=O)CCC1CCN(C(=O)c2ccccc2)CC1,-17%
COc1cccc(N2CCN(Cc3cn(-c4ccccc4)nn3)CC2(C)C)c1,-7%
O=C(Nc1ccccc1)c1ccccc1NC(=O)C(c1ccccc1)c1ccccc1,1%
CCn1ccc(C(=O)N2CCCCCCNC(=O)CC2)n1,-5%
Cc1c(C(=O)NCc2cccc(Cl)c2)sc2nc3n(c(=O)c12)CCCC3,?
CCNC(=O)N1CCCC(Cc2noc(-c3ccccn3)n2)C1 (centres undefined),-19%
CCOc1ccc(N(CC)S(=O)(=O)c2cc(Br)cc3c2N(C(C)=O)C(C)C3)cc1 (centres undefined),-17%
COc1ccc(CCNc2nc(-c3ccc(OC)c(OC)c3)cc(C(F)(F)F)n2)cc1OC,?

Ordered by value in KDM5B inh (largest number first): seven of the compounds above.
compound,KDM5B inh
CCCc1cc(=O)[nH]c(SCc2ccc(F)cc2)n1,37%
O=C(Nc1ccccc1)c1ccccc1NC(=O)C(c1ccccc1)c1ccccc1,1%
CCn1ccc(C(=O)N2CCCCCCNC(=O)CC2)n1,-5%
COc1cccc(N2CCN(Cc3cn(-c4ccccc4)nn3)CC2(C)C)c1,-7%
CCOc1ccc(N(CC)S(=O)(=O)c2cc(Br)cc3c2N(C(C)=O)C(C)C3)cc1 (centres undefined),-17%
CCOC(=O)c1[nH]c(C)c(CCC(=O)Nc2cc(Cl)c(OC)cc2OC)c1C,-19%
Cc1ccc(-c2nc(CSc3nncn4c3cc3occc34)c(C)o2)cc1,-26%

Continued.
compound,KDM5B inh
Cc1ccc(Cn2c(SCc3ccc(C(=O)N4CCCCC4)cc3)nc3ccncc32)cc1,-25%
CC(C)NC(=O)N1CCC2(CC1)C(=O)NCN2C(=O)Cc1c[nH]c2ccccc12,?
C[S+](=O)([O-])N1Cc2ccccc2CC2(CCCN2CC2CCOCC2)C1 (centres undefined),?
O=C(O)C1CNCCN(C(=O)c2nc3ccc(F)cc3[nH]2)C1 (centres undefined),35%
COCc1nnc(NC(=O)C2CC(=O)N(c3n[nH]c4ccccc34)C2)s1 (centres undefined),-3%
CCC(C)NC(=O)CN1C(=O)N(c2cc(C)cc(C)c2)S(=O)(=O)c2ccccc21 (centres undefined),-10%
Cc1ccc(N2CC(c3noc(-c4ccc5c(c4)OCO5)n3)CC2=O)cc1 (centres undefined),32µM*
Cc1ccc(CC(=O)C(C#N)C(=O)Nc2c(C)cccc2C)cc1 (centres undefined),16%
COc1ccc(OCc2ccc(-c3nc(C#N)c(N4CCC(C)CC4)o3)o2)cc1,?
O=C(COc1ccccc1)N1CC[C@H]2CC(=O)N(c3ccccc3)CC[C@H]2C1,9%[86.2 µM]
COc1ccccc1NC(=O)CSC1=Nc2ccccc2C2=NC(CC(=O)NCc3ccc4c(c3)OCO4)C(=O)N12 (centres undefined),?
COc1ccc2c(c1)CCN=C2C[C@H]1CN(C(=O)N2CCOCC2)CC[C@H]1CC(=O)O,?
COc1ccc2nc(/C(C#N)=C/c3ccc(-c4cccc(Cl)c4Cl)o3)[nH]c2c1,?
O=C(CCCCCn1nnc2ccccc2c1=O)N[C@H](C(=O)O)c1ccccc1,21%
COc1cccc(-c2cc(=O)n3[nH]c(C(F)(F)F)nc3n2)c1,-6%
O=C(Cc1ccsc1)NC1CCc2nnc(C3CC3)n2CC1 (centres undefined),-32%
Cc1ccc(-c2nc(C)c(CCNC(=O)C(=O)Nc3ccc4c(c3)OCCO4)s2)cc1,1%
Cc1noc(-c2ccc3c(c2)OCO3)c1C(=O)NCCCc1ccccc1,25µM*
CCn1nccc1C(=O)N1CC(c2nnc(C(C)C)o2)C2(CCOCC2)C1 (centres undefined),-7%
CCOc1ccc(CNS(=O)(=O)c2ccc3c(c2)CCCN3C(C)=O)cc1,12%

More compounds
SMILES	KDM5B inh
Fc1ccc(Nc2nc(NC3CCCC3)nc3c2cnn3-c2ccccc2)cc1	16%
COc1ccc(C(=O)N2CCC(C(=O)N3CCCCCCNC(=O)CC3)CC2)cc1	-17%
CC1(C(=O)Nc2cccc3ncccc23)Cc2ccccc2C(=O)O1 (centres undefined)	-10%
CCOC(=O)COc1ccc2c(C)cc(=O)oc2c1C	?
O=C(CSc1nnc(COc2ccccc2Cl)n1C1CC1)c1c[nH]c(C(=O)N2CCCC2)c1	20%
COCCSCC(=O)N1CCOC(C)(C)C1	26%
COc1ccccc1CN(C)C1CCOc2ccccc21 (centres undefined)	-9%[86.2 µM]
C=CCNc1oc(/C=C/c2cc(OC)c(OC)c(OC)c2)nc1C#N	i
CCOc1ccc(NC(=O)CN2CCSc3ccc(S(=O)(=O)N4CCCC4)cc32)cc1	?
O=[N+]([O-])c1cc(-c2nc(-c3cccnc3)no2)ccc1NCc1ccccc1	-14%
O=C(C1CCN(S(=O)(=O)c2ccc(Cl)cc2)CC1)N1CCCC1c1ccccc1 (centres undefined)	12%
Cn1c(=O)c2c(ncn2CCC(=O)Nc2ccc(F)c(F)c2)n(C)c1=O	-8%
COc1cccc([S+](=O)([O-])N2CCC3(C2)NC(=O)c2ccccc2O3)c1 (centres undefined)	-7%
Cc1cc(C)n(Cc2ccc(C(=O)N3CC[C@H](CO)[C@H](O)C3)cc2)n1	13%
Cc1cccc(NS(=O)(=O)c2ccc3[nH]c(=O)cc(C(=O)OC(C)C(=O)Nc4ccc([N+](=O)[O-])cc4)c3c2)c1 (centres undefined)	-23%
Cc1cc(C(=O)N2CCC(C)CC2)on1	31%
COc1ccc(Nc2cc(C)nc(-n3nc(C)cc3C)n2)cc1Cl	6%
O=C(CCc1ccccc1)C(=O)N1CCc2[nH]nc(-c3ccccc3F)c2C1	-8%
Cc1ccccc1CNC(=O)C1(c2ccc(NS(C)(=O)=O)cc2)CCCCC1	-24%
COc1cccc(CCC(=O)N2C[C@@H]3CC[C@H](C2)N(CC2CCC2)C3=O)c1	-21%
COc1ccc(-c2nc3cc(NC(=O)c4ccccc4Cl)ccc3o2)cc1	3%
Cc1cccc(CN2CCCN(c3cccc(C(=O)NCc4ccc5c(c4)OCO5)c3)C2=O)c1	-14%
COCc1ccc2c(c1)c(OC(C)(C)C(=O)NCC[S+](C)(=O)[O-])nn2CCC(C)C	?
COc1ccc(OC)c(NC(=O)N2C[C@@H](F)C[C@H]2C(=O)N2CCCCC2)c1	12%
Cc1ccncc1C(=O)N1CC(c2nnc(-c3ccncc3)o2)C2(CCOCC2)C1 (centres undefined)	-10%
Cc1nn(C)c2c1c(-c1ccccc1)cc(=O)n2Cc1ccc(F)cc1Cl	?
CC12CCCC(C(N)=O)(CCC1)C2	6%
COc1ccc(-c2noc([C@@H](C)NS(=O)(=O)CC(C)C)c2C(=O)O)cc1	?
O=C(c1cnn2c1CCCC2)N1CCC(c2[nH]ncc2-c2ccccc2)CC1	-6%
CN(Cc1cccc2ccccc12)C(=O)c1cc(CN2CCOCC2)on1	-12%

Structures shown so far that contain a CF3 group, in the order listed:
SMILES	KDM5B inh
COc1ccc(CCNc2nc(-c3ccc(OC)c(OC)c3)cc(C(F)(F)F)n2)cc1OC	?
COc1cccc(-c2cc(=O)n3[nH]c(C(F)(F)F)nc3n2)c1	-6%

Additional records:
SMILES	KDM5B inh
O=C(c1cccc(F)c1)N1CCC2(CC1)N=C(c1ccccc1)NO2	-23%
Cc1noc(C)c1CC(=O)NC1CCCc2c1[nH]c1c(Cl)cccc21 (centres undefined)	-19%
COc1cc2[nH]c(=O)n(Cc3ccc(C(=O)N4CCN(c5cccc(C)c5C)CC4)cc3)c(=O)c2cc1OC	-35%
COc1ccc(CCNC(=O)/C(=N/O)c2ccccc2)cc1OC	22%
CCN(Cc1ccccc1)C(=O)CC1C(=O)NCCN1CCc1ccccc1 (centres undefined)	?
CCCCC1C=CCN1C(=O)c1cc(COc2ccc(F)cc2F)[nH]n1 (centres undefined)	10%
CC1Cn2c(C(=O)NCc3cccc(Br)c3)cc3cccc(c32)S1 (centres undefined)	?
CCOc1ccccc1CNC(=O)c1cc2sc(C)c(CN3CCOCC3)c2[nH]1	-3%
O=C(c1cnc(C2CC2)nc1)N1CCC2(CCNCC2CO)CC1 (centres undefined)	9%
COc1ccc(CNC(=O)c2nc(-c3ccccc3OC)cc3c2ccn3C)cc1OC	i
O=C(Nc1ccccc1C(=O)NCc1ccccc1)c1cccnc1	-10%
Cc1ccc(Cc2cnc(NC(=O)c3cc(=O)c4cc(C)cc(C)c4o3)s2)cc1	4%
CC(=O)N1CC2(Cc3ccccc31)CN(C(=O)N(C)C)C2	-11%[86.2 µM]
Cc1ccc(NC(=O)Cn2c(N3CCOCC3)nc(C)cc2=O)c(Cl)c1	?
CCN(CC)CCCNC(=O)CCC(=O)NNc1nc2ccccc2c2nc(C)nn12	?
O=C(c1n[nH]c2ccccc12)N1CCC(OCCOc2cccnc2)CC1	14%
O=C(O)c1ccc(CNCc2ccsc2)cc1	24%
CNC(=O)c1cnc2c(c1)N(C(=O)Cc1cccc(C(F)(F)F)c1)CCC2	-13%[86.2 µM]
CC(=O)N1Cc2ccccc2CC2(CCN(Cc3ccccc3)C2)C1 (centres undefined)	-14%[149 µM]
CCOc1ccc(-c2nc(Cn3ccn4nc(-c5ccc(OCC)c(Cl)c5)cc4c3=O)c(C)o2)cc1	-12%
CC(c1nn[nH]n1)n1cc(-c2cc3c(cc2Cl)OCO3)nn1 (centres undefined)	-3%
CN(c1ccccc1C(=O)O)S(=O)(=O)c1ccc2[nH]c(=O)oc2c1	-8%
O=C(NC1CC(=O)N(c2ccc(Cl)cc2)C1)c1ccc(S(=O)(=O)N2CCCC2)cc1 (centres undefined)	-21%
C=C(C)CC(NC(C)c1ccccc1)c1ccco1 (centres undefined)	?
